# Screening data as filed in PubChem BioAssay.
# CRE Fsk mod: modulators of forskolin-stimulated CRE signaling in CHO cells; 2.5% of 71,000 active; Potency, µM (highest dose often 38.2 µM), without a hit: at the top dose activity change, negative = inhibition, hits mostly activators; AID 662; CHO CRE-bla reporter (cAMP response element driving beta-lactamase), forskolin EC10, beta-lactamase ratio; active = well fitted activation curve with a large enough effect in the signal ratio, with a control signal flat, not every such curve was filed as active; inconclusive = small, poorly fitted or top-dose-only effect, or effect the other way, or a change in a side signal; the % refers to the signal ratio; also: potency is read from the fitted curve at half-maximal effect; % of control where 0% means no effect
#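 CHO CRE-bla cells, overnight plating in Opti-MEM with 0.5% dialyzed FBS; cpd titration + EC10 NKH 477, 3 h 37 °C; CCF4 2 h RT; ex 405/em 460 vs 530 ratio → %Activity, AC50.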
# Hsp90 Hop PPI: changes Hsp90-Hop TPR2A binding signal, up or down; 0.44% of 71,000 active; Potency, µM (doses to about 57 µM), for the others: at the top dose activity change, negative = inhibition; AlphaScreen TPR2A-His6 binding biotin-Hsp90 C-terminal peptide; active = well fitted curve in either direction with a large enough effect; inconclusive = small, poorly fitted or top-dose-only effect, or another doubt; also: potency is read from the fitted curve at half-maximal effect; % is scaled to controls: 0 for no effect and ±100 for the full control effect; many of its hits are not listed in these tables
# BRCT PPI green: inhibitors of human BRCA1 BRCT-phosphoprotein interaction (green fluorophore); P38398; Potency, µM (titrated, usually from 76.9 µM), for the others: at the highest dose activity change, negative = inhibition, actives largely listed as inhibitors; BRCA1 BRCT-phosphopeptide binding, green fluorescence polarization; 0.05% of 75,000 active;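 also: potency is read from the fitted curve at half-maximal effect; plate controls were peptide without protein for full effect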
#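 Fluorescence polarization: His-tagged BRCT (~35 kDa BRCA1 C-terminus, 250 nM) bound to 100 nM fluorescein-labeled phosphorylated 10-aa BACH1 peptide, pH 7.3 phosphate buffer with DTT and Tween 20. Compounds incubated 12 min at room temperature; inhibition read as lowered polarization.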
# HADH2 inhib: inhibitors of human HADH2 dehydrogenase; Q99714; recombinant HADH2, NADH fluorescence, beta-hydroxybutyryl-CoA; Potency, µM (top dose mostly 57.1 µM), without a hit: top-dose activity change, negative = inhibition, hits mostly inhibitors; 3.4% of 73,000 active; also: potency is read from the fitted curve at half-maximal effect; % is scaled to controls: 0 for no effect and ±100 for the full control effect; nearly all actives have a fitted effect of over 60% in size; many of its hits are not listed in these tables
# Target sequence (Q99714 whole entry, looked up, one chain of several): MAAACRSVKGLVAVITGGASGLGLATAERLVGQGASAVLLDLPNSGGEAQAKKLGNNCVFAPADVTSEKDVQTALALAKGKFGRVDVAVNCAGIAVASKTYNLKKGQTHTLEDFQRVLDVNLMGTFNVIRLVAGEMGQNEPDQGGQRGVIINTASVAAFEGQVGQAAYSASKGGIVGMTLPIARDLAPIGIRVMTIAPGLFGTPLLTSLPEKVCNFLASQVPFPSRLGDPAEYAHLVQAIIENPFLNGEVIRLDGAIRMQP
#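 NADH fluorescence (ex 360/em 450 nm) read every 30 s for 4 min; activity taken as last-minus-first time point difference. Enzyme 20 nM, NAD+ 1 mM, beta-hydroxybutyryl-CoA 90 uM, pH 9.0 Tris buffer.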
# HBB splicing: hemoglobin beta splicing modulation | HBB splicing reporter cell assay, activation; EGFP reporter with mutant IVS2-654 intron; response scale: normalised to 500 nM splice-correcting PNA | Potency, µM (series often up to 46.1 µM), for inactives: at the highest dose activation, hits mostly activators | 0.06% of 65,000 active | AID 925; also: potency is read from the fitted curve at half-maximal effect; 0% is about no effect
#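 Compounds were applied for 2 days to HeLa EGFP-654 cells, 500/well in Optimem with 2% FCS. The reporter's EGFP is disrupted by mis-splicing of beta-globin intron IVS2-654. Readout: summed well GFP fluorescence from 488 nm laser scanning; reference was 500 nM antisense […] 654 PNA.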
# Epigenetic mod: derepresses silenced GFP locus in mouse C127i cells. Potency, µM (titrated, usually from 46.1 µM), inactives show at the top dose GFP derepression (activation). mouse C127i GFP locus derepression, cytometry, 30 h. 0.09% of 68,000 active; also: % of control where 0% means no effect
#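 Read-out is the number of GFP-positive cells, scored as fluorescent objects 20 to 120 um wide, reflecting derepression of a silenced CMV-GFP reporter in murine C127i cells after 30 h compound exposure at 37 C.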
# Ub-GFP proteasome: inhibits proteasome, raising ubiquitin-GFP reporter fluorescence; Ubiquitin-GFP reporter cells, proteasome inhibition, GFP fluorescence; response scale: untreated = 0%, 10 µM MG-132 = 100%; 67,000 tested, under 10 active; AID 526; Potency, µM (doses to about 45.9 µM), for the others: at the top dose activation (GFP accumulation), hits mostly activators; active = well fitted activation curve with a large enough effect, not every such curve was filed as active; inconclusive = small, poorly fitted or top-dose-only effect, or another doubt; inactive = no such curve, though single readings can be large or run the other way; also: potency is read from the fitted curve at half-maximal effect
#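 GFP accumulation read-out: laser plate cytometry counting ubiquitin(G76V)-GFP-expressing U2OS cells after 4 hr compound exposure at 37 °C. Titrations spanned 46 uM to 2.9 nM; 0% = basal, 100% = 10 uM MG-132; concentration-response curves fitted.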
# DNA Pol III inh: DNA polymerase III holoenzyme inhibition; reconstituted DNA polymerase III holoenzyme replication, biochemical; Potency, µM (titrated, usually from 57.1 µM), for the others: at the top dose activity change, negative = inhibition; 0.25% of 71,000 active; AID 603; also: potency is read from the fitted curve at half-maximal effect; % is scaled to controls: 0 for no effect and ±100 for the full control effect
#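 Reconstituted *E. coli* holoenzyme (0.35 nM Pol III, 1 nM beta, 154 nM SSB, 2 nM primase) was preincubated with compound for 15 min at RT. Synthesis on 1.4 nM ssM13Gori ran 35 min, then was stopped with PicoGreen/EDTA and read as dsDNA fluorescence.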
# USP2a inhib: inhibitors of human ubiquitin-specific protease USP2a. USP2a enzymatic assay, qHTS inhibition. O75604. 0.1% of 60,000 active. Potency, µM (highest dose often 38.3 µM), without a hit: at the top dose activity change, negative = inhibition, actives largely listed as inhibitors;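 also: potency is read from the fitted curve at half-maximal effect; nearly all actives have a fitted effect of over 60% in size; plate controls were DMSO for no effect and NEM full inhibition control for full effect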
#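 Coupled readout: USP2-cleaved Ub-PLA2 (20nM final) turns over NBD C6-HPC (20uM final), Ex 460nm/Em 535nm after 2.5 h, time-zero read flagging artifacts. Enzyme (20nM final, pH 8.0 Tris) given 30 min RT with compound first; NEM defines full inhibition.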
# 15-hLO inh: blocks human 15-lipoxygenase activity; AID 887; 1.4% of 74,000 active; purified 15hLO-1, xylenol orange hydroperoxide absorbance; Potency, µM (series often up to 57.1 µM), inactives show at the top dose activity change, negative = inhibition, hits mostly inhibitors; also: potency is read from the fitted curve at half-maximal effect; % is scaled to controls: 0 for no effect and ±100 for the full control effect; nearly all actives have a fitted effect of over 55% in size
# Target sequence (P16050 whole entry, looked up): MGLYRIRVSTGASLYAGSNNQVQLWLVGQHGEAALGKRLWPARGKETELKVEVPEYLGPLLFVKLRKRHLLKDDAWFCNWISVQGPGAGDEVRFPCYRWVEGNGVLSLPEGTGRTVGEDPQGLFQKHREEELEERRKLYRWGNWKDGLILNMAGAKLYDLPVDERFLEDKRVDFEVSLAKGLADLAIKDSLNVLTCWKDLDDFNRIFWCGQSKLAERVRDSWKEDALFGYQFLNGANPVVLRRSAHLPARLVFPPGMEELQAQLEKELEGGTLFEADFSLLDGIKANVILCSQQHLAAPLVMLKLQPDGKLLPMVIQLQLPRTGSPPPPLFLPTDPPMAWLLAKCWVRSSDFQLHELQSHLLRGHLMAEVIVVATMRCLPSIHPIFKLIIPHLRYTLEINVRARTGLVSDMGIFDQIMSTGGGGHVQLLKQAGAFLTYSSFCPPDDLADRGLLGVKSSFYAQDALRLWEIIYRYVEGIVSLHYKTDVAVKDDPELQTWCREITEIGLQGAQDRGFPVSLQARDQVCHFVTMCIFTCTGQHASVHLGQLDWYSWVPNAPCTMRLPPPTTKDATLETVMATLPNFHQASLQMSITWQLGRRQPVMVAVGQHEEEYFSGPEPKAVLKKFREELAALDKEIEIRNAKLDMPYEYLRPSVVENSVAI
#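 Compounds were preincubated 15 min at room temperature with 40 nM purified human enzyme (25 mM Hepes pH 7.5, 0.01% Triton X-100); 50 uM arachidonic acid reacted 6 min. Fe-xylenol orange detection, 30 min, absorbance ratio 573/405 nm.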
# BRCT inh red: BRCT-phosphoprotein interaction inhibition (red fluorophore); P38398; BRCT-phosphopeptide binding, red fluorescence polarization; Potency, µM (doses to about 76.9 µM), for inactives: top-dose activity change, negative = inhibition, most hits filed as inhibitors; 0.03% of 75,000 active; AID 892; also: % is scaled to controls: 0 for no effect and ±100 for the full control effect
#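 Fluorescence polarization: 100 nM His-tagged BRCA1 BRCT with 100 nM TAMRA-labelled phospho-BACH1 decapeptide, phosphate buffer pH 7.3 with 150 mM NaCl, DTT, 0.01% Tween 20; 12 min RT. Binding inhibition seen as FP decrease.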
# The depositor's hits bear a star; ? = inconclusive; · = not tested or not shown; [ ] = remark or other dose. Unless noted, calls follow the shape of the dose curve; as a rule, active = well fitted curve in the direction sought with a large enough effect; inconclusive = small, poorly fitted or top-dose-only effect, or another doubt; inactive = no such curve, though single readings can be large; an effect the other way counts as inactive or inconclusive. This is a subset; the hit share may differ from the screen's.
SMILES,CRE Fsk mod,Hsp90 Hop PPI,BRCT PPI green,HADH2 inhib,HBB splicing,Epigenetic mod,Ub-GFP proteasome,DNA Pol III inh,USP2a inhib,15-hLO inh,BRCT inh red
Cc1ccc(-c2cc(-c3ccc4c(c3)OCO4)c(C#N)c(N)n2)o1,?,-16%,-0.1%,45%[activator],-0.8%,2%,-6%,-6%,39%[activator],10µM*,-1.1%
CCSc1nnc(NC(=O)c2ccc(C)o2)s1,12%,-3%,-1.8%,-10%,-0.2%,0%,-5%,1%,-2%,0%,0.4%
COc1ccc(-c2noc(-c3ccc(Br)o3)n2)cc1OC,5%,2%,-3.5%,20%,7.1%,1%,-1%,1%,4%,-16%,0.3%
COc1ccc(C2C(C#N)=C(C)NC3=C2C(=O)CC(C)(C)C3)c(OC)c1 (configuration not stated),?,?,1.4%,?,0.2%[9.22 µM],2%,22%,-5%,-1%,-14%,-0.7%
C1CCC(c2nn3c(-c4n[nH]c5c4CCC5)nnc3s2)CC1,13µM*,-10%,2.8%,-16%,-0.8%[1.84 µM],0%,-3%,-8%,44%[activator],6%,-2.8%
O=C(Nc1cc(C(=O)N2CCOCC2)ccc1N1CCCC1)c1cccs1,?,-5%,-3.7%,-4%,1.3%,0%,-10%,-3%,0%,-2%,2.0%
CC(=O)c1ccc(N2CCN(C(=O)C3CCC3)CC2)cc1,2%,-4%,0.6%,-3%,0.7%,0%,-3%,-2%,4%,5%,-0.3%
CCOC(=O)C(C)n1cnc2sc3c(c2c1=O)CCC3 (configuration not stated),0%,-8%,2.4%,-12%,-0.2%[9.22 µM],3%,21%,5%,13%,2%,0.8%
Clc1ccc(OCc2nnc(-c3ccccc3Br)o2)cc1,-3%,20%,-2.8%,-4%,0.1%[57.5 µM],0%,-3%,-1%,27%,-10%,-2.1%
CCS(=O)(=O)NCc1cn2ccsc2n1,-6%,-9%,-2.0%,3%,-0.7%,0%,2%,-1%,1%,10%,0.1%
CCCCNC(=O)c1cc(-c2ccc(F)cc2)on1,?,-1%,-2.0%,2%,0.8%,8%,5%,-6%,-3%,4%,1.4%
CN(C)S(=O)(=O)c1ccc2c(c1)/C(=C/c1cc3c([nH]1)CCCC3)C(=O)N2,-19%,-9%,13%,-4%,4µM*,16µM*,1%,8%,-3%,?,-4.8%
COc1cc(S(=O)(=O)Nc2cccnc2)ccc1F,7%,-4%,0.4%,0%,2.1%,4%,6%,-9%,-4%,0%,0.1%
NC(=O)c1cc(-c2ccccc2)sc1NC(=O)Cc1ccc(S(=O)(=O)N2CCOCC2)s1,?,-14%,-0.4%,-22%,0.7%,4%,0%,0%,31%[activator],-9%,0.3%
O=S1(=O)N[C@H]2CC[C@@H]3NS(=O)(=O)N[C@H]4CC[C@H](N1)N4S(=O)(=O)N23,-3%[7.6 µM],-3%[11 µM],-0.9%[15.4 µM],-10%[11.4 µM],4.7%[9.22 µM],0%[9.22 µM],-9%[9.17 µM],-7%[11.4 µM],·,2%[11.4 µM],1.4%[15.4 µM]

# Only 15-hLO inh, CRE Fsk mod and HADH2 inhib, for some of the entries so far:
structure	15-hLO inh	CRE Fsk mod	HADH2 inhib
COc1ccc(-c2noc(-c3ccc(Br)o3)n2)cc1OC	-16%	5%	20%
COc1ccc(C2C(C#N)=C(C)NC3=C2C(=O)CC(C)(C)C3)c(OC)c1 (configuration not stated)	-14%	?	?

# With a hit mark in Epigenetic mod, of those listed so far:
Molecule	CRE Fsk mod	Hsp90 Hop PPI	BRCT PPI green	HADH2 inhib	Epigenetic mod	Ub-GFP proteasome	DNA Pol III inh	USP2a inhib	15-hLO inh	BRCT inh red
CN(C)S(=O)(=O)c1ccc2c(c1)/C(=C/c1cc3c([nH]1)CCCC3)C(=O)N2	-19%	-9%	13%	-4%	16µM*	1%	8%	-3%	?	-4.8%

# Carrying on:
SMILES,CRE Fsk mod,Hsp90 Hop PPI,BRCT PPI green,HADH2 inhib,HBB splicing,Epigenetic mod,Ub-GFP proteasome,DNA Pol III inh,USP2a inhib,15-hLO inh,BRCT inh red
Fc1ccc(N2CCN(c3nc(-c4ccco4)cc(C(F)(F)F)n3)CC2)cc1,20%,3%,-0.1%,2%,-0.3%,-2%,13%,-1%,-21%,-16%,-1.9%
CC1=C2[C@H](/C=C(\C)C(=O)O)CC[C@@H](C)[C@H]2CC1,8%,-5%,-1.5%,-8%,-1.0%,·,·,-5%,·,-11%,0.5%
CCOC(=O)c1nn(-c2ccccc2)c(=O)c(C#N)c1C,14%,-6%,-2.1%,0%,·,-4%,-1%,-5%,-2%,-6%,0.9%
Cc1cccc2cc3c(NC(=O)c4ccccn4)nn(C)c3nc12,?,-6%,-1.3%,-3%,-1.3%,5%,4%,-7%,3%,-7%,-1.0%
c1ccc(CCN2CCN(c3ncnc4c3cnn4-c3ccccc3)CC2)cc1,-4%,18%,-6.1%,11%,0.1%,0%,-3%,4%,3%,-21%,-1.8%
O=C(c1ccccc1)c1ccc(OCC(O)CN2CCCCC2)cc1 (configuration not stated),-23%,-3%,-0.3%,-3%,2.1%,-1%,5%,-11%,4%,-1%,-0.9%
CCc1ccc(NC(=O)N(CCN2CCOCC2)C2CCN(C(C)=O)CC2)cc1,-9%,2%,-2.5%,8%,-0.8%,-3%,11%,10%,9%,-1%,-0.1%
C/C(Cl)=C\CSc1nnc2n(N)c(=O)c3ccccc3n12,?,-5%,1.6%,13%,1.4%,-1%,-11%,1%,2%,-4%,0.4%
c1ccc2oc(SCc3cn4ccsc4n3)nc2c1,3%,-7%,-2.5%,-8%,-0.3%[57.5 µM],-2%,-4%,-6%,0%,-9%,-0.2%
CCNc1ncc2nc(-c3cn(C)c4ccccc34)c(=O)n(Cc3cccs3)c2n1,?,0%,-0.7%,-8%,?,0%[9.22 µM],16%,1%,180%[activator],4%,0.0%
CC(C)C12CN3CC(C(C)C)(CN(C1)C3c1ccc3c(c1)OCO3)C2=O (configuration not stated),-2%,-2%,1.0%,5%,0.2%,2%,6%,-5%,-1%,4%,-0.4%
O=C(Nc1ccc(F)cc1)c1ccc(S(=O)(=O)NCC2CCCO2)cc1 (configuration not stated),5%,0%,-0.7%,-8%,-3.6%,0%,1%,-4%,10%,0%,-1.9%
COc1ccc(NS(=O)(=O)c2ccc(NC(=O)C(C)(C(F)(F)F)C(F)(F)F)cc2)nn1,-5%,-2%,-1.2%,3%,4.9%[0.369 µM],0%,10%,-5%,14%,4%,-0.9%
CC(=O)Nc1ccc(S(=O)(=O)N2CCN(c3cccc(C)c3C)CC2)cc1,-10%,0%,1.0%,8%,-0.4%,·,2%,2%,·,1%,-1.2%
c1ccc(C2NCCn3cccc32)cc1 (configuration not stated),-7%,-8%,-1.9%,1%,0.2%,3%,-12%,2%,·,-20%,0.5%
O=C(c1ccco1)N1CCN(S(=O)(=O)c2cccs2)CC1,16%,-3%,0.0%,-4%,2.8%,1%,-2%,-4%,-3%,-1%,-2.0%
Cc1c(C(=O)N2CCN(c3ccccc3)CC2)sc2ncnc(N3CCN(c4ccccc4)CC3)c12,?,-6%,-1.5%,2%,3.9%,1%,-14%,-3%,6%,4%,-1.5%
COc1ccc(C2C(C#N)=C(/N=C/N3CCN(C)CC3)OC3=C2C(=O)CC(C)(C)C3)cc1OC (configuration not stated),?,-7%,-1.6%,-15%,0.7%[0.369 µM],4%,2%,1%,9%,12%,-1.8%

# A run of entries of the results above, for reference:
SMILES,CRE Fsk mod,Hsp90 Hop PPI,BRCT PPI green,HADH2 inhib,HBB splicing,Epigenetic mod,Ub-GFP proteasome,DNA Pol III inh,USP2a inhib,15-hLO inh,BRCT inh red
Cc1c(C(=O)N2CCN(c3ccccc3)CC2)sc2ncnc(N3CCN(c4ccccc4)CC3)c12,?,-6%,-1.5%,2%,3.9%,1%,-14%,-3%,6%,4%,-1.5%
COc1ccc(C2C(C#N)=C(/N=C/N3CCN(C)CC3)OC3=C2C(=O)CC(C)(C)C3)cc1OC (configuration not stated),?,-7%,-1.6%,-15%,0.7%[0.369 µM],4%,2%,1%,9%,12%,-1.8%
